Screening results (PubChem BioAssay)
Mtb BioA inh: M. tuberculosis BioA enzyme inhibitors, primary screen, biochemical, plate reader, single point, HTS. purified M. tuberculosis BioA enzyme. 7,8-diaminopelargonic acid synthase BioA (Mycobacterium tuberculosis). 0.096% of 360,000 active. inhibition, % at 9.99 µM; in the data active = inhibition above about 40%
UGM FP inh: M. tuberculosis UGM enzyme inhibitors, primary screen, biochemical, fluorescence polarization, single point. UDP-galactopyranose mutase (Mycobacterium tuberculosis (strain ATCC 25618 / H37Rv)), …. purified UGM, fluorescence polarization probe displacement. inhibition, % at 10 µM. 0.06% of 320,000 active; in the data active = inhibition above about 10%, passing the limit was not always enough
Target sequence (P9WIQ1 whole entry, looked up): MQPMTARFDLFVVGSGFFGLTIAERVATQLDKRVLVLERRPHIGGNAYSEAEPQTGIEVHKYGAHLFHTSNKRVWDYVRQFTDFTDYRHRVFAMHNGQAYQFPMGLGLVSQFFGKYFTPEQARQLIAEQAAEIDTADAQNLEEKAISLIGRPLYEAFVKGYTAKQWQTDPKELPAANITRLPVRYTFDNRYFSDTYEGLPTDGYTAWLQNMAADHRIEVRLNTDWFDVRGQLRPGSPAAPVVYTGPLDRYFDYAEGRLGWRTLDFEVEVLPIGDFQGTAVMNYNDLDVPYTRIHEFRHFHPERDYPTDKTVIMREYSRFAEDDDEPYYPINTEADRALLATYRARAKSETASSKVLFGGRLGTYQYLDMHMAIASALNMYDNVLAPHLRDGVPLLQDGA
FadD28 binding: inhibitors of FadD28 bisubstrate probe binding, primary screen, biochemical, fluorescence polarization, single point | AID 588549, 2011 | inhibition, % at 12.5 µM | Mycobacterium tuberculosis FadD28 fatty-acid-AMP ligase | 0.22% of 360,000 active; in the data active = inhibition above about 8.5%, passing the limit was not always enough
Y pestis TopoI: Yersinia pestis topoisomerase I inhibitors, primary screen, biochemical, cleavage product accumulation, plate reader, single point | DNA topoisomerase I (Yersinia pestis CO92) | Y. pestis Topo-I cleavage product accumulation | activity, % at 10 µM | 0.064% of 360,000 active | AID 504884, 2011; in the data active = activity above about 50%, passing the limit was not always enough; note: inactives centre near 2
TcdB GH inh: TcdB glycohydrolase inhibitors, primary screen, biochemical, single point, plate reader | Toxin B (Clostridioides difficile), P18177 | TcdB glycohydrolase enzymatic assay | inhibition, % at 9.99 µM | 0.24% of 350,000 active; in the data active = inhibition above about 10%
Vc quorum ag: inducers of Vibrio cholerae quorum light production without autoinducers, primary screen, BH1578 luxS cqsA deficient, single point. activation, % at 18.7 µM. 0.16% of 350,000 active. V. cholerae BH1578 lux reporter, luminescence, 6 h. AID 588436, 2011; in the data active = activation mostly above about 9.7%, no sharp cut-off; note: not every result past the cut was called active; inactives centre near 0; reference of the scale not given here
PfHsp40 rescue: rescue of yeast from PfHsp40 toxicity, primary screen, S. cerevisiae, ATP luminescence; AID 504582, 2011; 0.68% of 340,000 active; growth rescue, % at 12.5 µM; S. cerevisiae expressing PfHsp40, growth rescue; in the data active = growth rescue above about 28%, passing the limit was not always enough;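 note: yeast W303a lacking pdr1 and pdr3 grown in galactose medium; growth measured after three days at 30 °C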
GDH-TPI inh: GDH-TPI coupling enzyme inhibitors, primary screen, artefact control for M. tuberculosis FBA inhibitor project, biochemical, absorbance, full deck; GDH-TPI coupled enzyme counterscreen, NADH absorbance; inhibition, % at 4.8 µM; 1.2% of 360,000 active; in the data active = inhibition above about 30%;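 note: 0% = DMSO wells and 100% = wells lacking the enzyme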
FBA Mtb inh: Mtb FBA enzyme inhibitors, primary screen, biochemical, fluorescence, strain H37Rv. 2.3% of 360,000 active. purified M. tuberculosis FBA, fluorescence read-out. AID 588726, 2011. inhibition, % at 1 µM; in the data active = inhibition above about 27%;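 note: 0% = vehicle and 100% = reference inhibitor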
Target sequence (P9WQA3 whole entry, looked up): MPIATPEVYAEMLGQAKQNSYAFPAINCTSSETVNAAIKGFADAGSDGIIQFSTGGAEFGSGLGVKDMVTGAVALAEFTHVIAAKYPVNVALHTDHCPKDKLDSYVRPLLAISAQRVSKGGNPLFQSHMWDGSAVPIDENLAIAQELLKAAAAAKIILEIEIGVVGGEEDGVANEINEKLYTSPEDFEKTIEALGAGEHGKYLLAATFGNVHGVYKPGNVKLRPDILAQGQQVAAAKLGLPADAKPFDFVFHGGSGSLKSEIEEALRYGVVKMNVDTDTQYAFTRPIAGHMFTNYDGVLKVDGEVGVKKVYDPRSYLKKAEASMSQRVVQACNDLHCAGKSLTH
* hit, by the source's call; i = inactive; / = not tested or not shown; + = active, no number.

SMILES	Mtb BioA inh	UGM FP inh	FadD28 binding	Y pestis TopoI	TcdB GH inh	Vc quorum ag	PfHsp40 rescue	GDH-TPI inh	FBA Mtb inh
Cc1nnc(NC(=O)CCC(=O)N2CCN(CCOc3cccc4ccccc34)CC2)s1	-0.4	0.1	-5.4	21	1.1	0.6	/	9	0
N/C(=N\OC(=O)CCCOc1ccccc1)c1ccc([N+](=O)[O-])cc1	/	-1.9	-4.7	3	0.7	-0.3	-0.8	-2	0
CC1CCCCC12NC(=O)N(CC(=O)OCC(=O)NC(=O)c1ccccc1)C2=O (centres undefined)	-1.5	2.3	-1.3	1	0.5	i	0.3	7	0
O=C(Cc1ccccc1)Nc1nnc(-c2ccccc2)o1	0.5	2.3	-0.4	2	0.7	-0.2	-1.1	6	1
CCc1ccc(C(=O)C(C)OC(=O)Cc2n[nH]c(=O)c3ccccc23)cc1 (centres undefined)	-0.3	-0.8	-1.2	25	0.1	i	-0.8	-4	-1
Cc1ccc(N(CC(=O)NN=C2CCN(C)CC2)S(=O)(=O)c2ccccc2)c(C)c1	-2.5	-2.4	-0.6	4	-1.8	-0.3	-0.4	12	-1
CCN1C(=O)CC(N2CCN(C(c3ccccc3)c3ccccc3)CC2)C1=O (centres undefined)	4.0	-0.6	0.3	24	/	5.0	-1.0	-4	3
CCC(C)N(C(=O)C(F)(F)F)C(C(=O)NC1CCCCC1)c1ccncc1 (centres undefined)	-0.2	-0.3	-0.1	2	/	-0.4	0.1	1	1
CC1CCCN(CCCOc2ccc(Br)cc2Cl)C1 (centres undefined)	/	1.0	-2.4	4	0.0	-0.2	0.8	-1	1
c1coc(CNc2c3c(nc4ncnn24)CCC3)c1	/	-1.2	1.2	0	/	i	-1.3	6	2
N#C/C(=C\c1ccncc1)C(=O)Nc1ccc(C(=O)O)cc1	/	1.1	-1.6	-5	-3.2	i	-3.5	7	-1
COc1cc(C(=O)Nc2cccc(-c3nc4ccccc4o3)c2C)cc(OC)c1OC	/	/	-4.2	-8	/	i	0.1	-13	-5
COc1ccccc1NC(=O)C(C)OC(=O)Cc1ccsc1 (centres undefined)	0.8	/	-0.3	9	-0.5	i	0.0	6	-2
CCCCC(=O)NCCNc1nc2c(c(=O)n(C)c(=O)n2C)n1Cc1ccccc1	1.1	3.7	-0.2	2	/	i	-0.5	10	2
Cc1cc(OCC(=O)Nc2nnc(C3CC3)s2)ccc1Cl	-1.5	/	-4.1	8	0.3	-5.6	/	-1	-1
COc1cccc2c1OCC1COc3c(c(=O)n(C)c(=O)n3C)C21 (centres undefined)	0.2	-2.1	-0.3	-3	/	0.2	0.8	9	2
COc1cc(C(=O)Nc2ccc(C(=O)NCC3CCCO3)cc2)cc(OC)c1OC (centres undefined)	-0.5	-3.7	-1.6	-1	1.3	0.8	-0.2	10	-1
COc1ccc(C=C2NC(=O)NC2=O)cc1O	-0.3	/	0.6	3	-2.2	i	/	43*	-2
c1ccc2sc(N3CN(CCN4CCOCC4)CN(c4nc5ccccc5s4)C3)nc2c1	1.2	1.2	-5.3	1	/	/	-1.6	4	-6
CC(=O)Oc1ccc(-c2nc3ccccc3c(=O)o2)cc1	-2.2	-0.1	-3.5	1	1.9	-0.3	-0.9	-3	0
OCC[C@H]1C[C@@H](O)[C@H](O)[C@@]2(CCCCO2)O1	0.4	-0.4	-0.4	8	1.0	i	5.6	5	2
Cn1cnnc1Sc1nc2c(c(=O)n(C)c(=O)n2C)n1Cc1ccccc1Cl	3.0	1.8	-2.0	-5	/	-0.6	0.9	-3	-4
CC1(C)Cc2ccccc2-c2nnc(-c3ccccc3)n21	9.7	-0.4	0.2	10	/	i	0.0	7	-1
CCc1noc2c1/C(=N\O)CC(c1ccccc1)C2 (centres undefined)	-0.9	-0.4	-2.9	-1	/	i	-1.7	2	2

3 entries out of the list, ordered by count of non-hydrogen atoms, smallest number first.
SMILES	Mtb BioA inh	UGM FP inh	FadD28 binding	Y pestis TopoI	TcdB GH inh	Vc quorum ag	PfHsp40 rescue	GDH-TPI inh	FBA Mtb inh
CCc1noc2c1/C(=N\O)CC(c1ccccc1)C2 (centres undefined)	-0.9	-0.4	-2.9	-1	/	i	-1.7	2	2
CC1(C)Cc2ccccc2-c2nnc(-c3ccccc3)n21	9.7	-0.4	0.2	10	/	i	0.0	7	-1
COc1cccc2c1OCC1COc3c(c(=O)n(C)c(=O)n3C)C21 (centres undefined)	0.2	-2.1	-0.3	-3	/	0.2	0.8	9	2

The list goes on:
SMILES	Mtb BioA inh	UGM FP inh	FadD28 binding	Y pestis TopoI	TcdB GH inh	Vc quorum ag	PfHsp40 rescue	GDH-TPI inh	FBA Mtb inh
Cc1ccc(C(=O)Nc2c(C)cc(-c3ccccc3)oc2=O)cc1	/	2.1	-2.3	-2	1.4	i	-0.1	6	-2
N#Cc1cccc(OC(=O)c2ccc3c(=O)n4c(nc3c2)CCC4)c1	-1.9	2.7	-4.4	-3	4.3	i	0.3	5	1
O=C(Nc1cnccc1C(F)(F)F)NC1CCCCC1	-1.0	2.8	-1.8	-1	2.1	i	-0.4	15	1
CC(C)=C(C#N)c1nc2ccccc2s1	-1.6	2.7	0.7	-6	/	i	-1.1	-5	-1
CC1(C)NC(=O)N(CC(O)CN(c2ccccc2)S(=O)(=O)c2ccc([N+](=O)[O-])cc2)C1=O (centres undefined)	1.9	-0.1	0.1	8	-0.3	-0.9	1.6	6	0
Cc1ccc(S(=O)(=O)NC2CCC(C(=O)O)CC2)cc1 (centres undefined)	-0.5	2.3	-1.8	-2	/	i	-1.4	-8	0
O=C(O)C1C2CCC(CC2)C1C(=O)O (centres undefined)	0.4	/	-1.8	0	-0.5	-3.3	-0.7	10	-1
COc1cccc2cc(-c3cc(=O)oc4cc(C)c(O)cc34)oc12	-2.4	-1.1	-2.6	-1	0.1	-6.2	-0.5	9	0
O=C(NC1CCCC1)c1ccc(COCC(F)(F)C(F)F)o1	/	0.8	0.1	-5	0.8	i	-0.3	4	4
CC(=O)c1cccc(NC(=S)NCCc2ccc(F)cc2)c1	/	-3.1	-2.6	7	1.9	-0.1	2.7	2	2
O=C1COc2ccccc2N1Cc1c(F)cccc1Cl	0.8	0.8	-2.1	-10	0.0	i	-1.3	-6	-2
O=C(Nc1ccc2c(c1)OCO2)c1cccc(S(=O)(=O)N2CCCC2)c1	/	4.3	-1.9	-12	-7.9	-0.1	-0.6	9	0
C=CCSc1ncc(C(=O)OCC)c(N)n1	/	2.1	-0.6	43	-0.1	-0.5	-0.7	7	5
CC(=O)c1c(C)[nH]c(C(=O)OCC(=O)Nc2ccc(Cl)cc2[N+](=O)[O-])c1C	-0.3	-1.0	0.0	-6	1.6	-0.5	-0.4	5	1
Cc1ccc(Cl)cc1NC(=O)C1CCCN(S(=O)(=O)c2c(C)noc2C)C1 (centres undefined)	-0.1	-1.4	0.3	0	/	-6.2	-1.5	4	3
COc1ccc(-n2c(O)cnc2Nc2nc(C)cc(C)n2)cc1OC	0.6	-1.1	-3.2	-9	0.1	0.4	-0.1	1	-2
CC(C)C(c1nnnn1CC1CCCO1)N1CCN(Cc2ccc3c(c2)OCO3)CC1 (centres undefined)	1.7	-1.9	-0.9	-9	/	i	-1.4	1	5
O=C(O)C1CCN(Cc2oc(CO)cc(=O)c2O)C1 (centres undefined)	/	/	-2.9	4	-10	-2.9	1.4	18	4
C=CCSc1nnc(Cc2c(C)[nH]c3ccccc23)o1	0.3	-1.4	-1.7	4	0.4	-0.2	0.5	1	-2
O=C(Nc1ccccc1Cl)c1cccc(NC(=O)C2CCCC2)c1	-0.3	0.6	-4.5	7	3.5	0.7	2.3	0	0
CCOC(=O)Cn1nc(-c2ccc(C)cc2)c2ccccc2c1=O	/	0.2	-1.5	2	1.0	i	0.1	2	-1
COc1ccc(OC)c(N/C(=N/C(=S)Nc2ccccc2)Nc2nc(C)cc(C)n2)c1	-1.6	0.2	-3.8	3	-0.7	-0.6	/	1	-5
CCC[C@@H](NS(=O)(=O)c1ccc(C)cc1)C(=O)Oc1ccc2c3c(c(=O)oc2c1)CCC3	/	-3.5	-0.9	42	/	-0.2	-0.7	13	+
O=C(CNC(=O)c1ccco1)N/N=C/c1ccc(O)c([N+](=O)[O-])c1	-0.2	3.9	-0.7	1	-1.6	0.4	1.0	23	-6
Cc1nn(Cc2ccc([N+](=O)[O-])cc2)c(=O)n1-c1cccc(F)c1	/	-1.1	0.0	10	/	-0.1	-1.2	6	4
CC(C)CN(C(=O)COc1ccc2ccc(=O)oc2c1)C1CCS(=O)(=O)C1 (centres undefined)	2.6	-0.5	1.1	-2	0.4	-3.1	-0.2	10	22
CC(C)(C)N(Cc1ccccc1)C(=O)COC(=O)C1=NN(c2ccccc2)C(=O)CC1	-0.4	/	-9.0	10	1.9	-1.4	3.9	0	1
Cc1ccc(N(Cc2ccc([N+](=O)[O-])cc2)C(=O)c2ccco2)cc1C	/	-1.6	-0.7	4	/	-3.3	0.3	-7	1
CCn1nc(C)c(NC(=O)/C=C/c2cnn(C)c2C)c1C	-0.6	-2.4	-3.8	11	/	i	-0.5	10	-2
CC(C)C(NC(=S)NCc1ccccc1)C(=O)O (centres undefined)	-0.6	-3.1	-11	-7	/	i	-0.6	-10	-12
CCc1nn(CC(=O)NCCN2CCN(C)CC2)c(=O)c2cc3c(OC)cccc3n12	-1.8	2.4	-4.0	-2	0.5	-0.2	-0.7	11	+
Cc1ccc(NCc2nc3ccccc3n2C)c(C)c1	1.0	-2.6	-4.6	-4	-4.7	-0.5	-0.3	-1	5
O=C(Nc1ccccc1)c1sc2cc(C(F)(F)F)cnc2c1-c1cccs1	-1.7	-1.2	-1.4	22	/	i	0.8	14	2
Cn1ccnc1/C(=N\NC(=O)c1ccc(O)cc1)c1cccc([N+](=O)[O-])c1	-0.5	-0.5	0.5	-4	0.5	-0.1	0.7	18	1
CC(=O)Nc1c2c(nn1-c1ccc(C)cc1)CSC2	-0.5	-1.6	-1.8	0	0.5	-4.6	1.2	12	-2
c1ccc(Cn2ncc3c(NCc4ccco4)ncnc32)cc1	-0.3	1.3	1.6	-6	/	1.9	-0.4	6	4

The list goes on (three carried over from the part before).
SMILES	Mtb BioA inh	UGM FP inh	FadD28 binding	Y pestis TopoI	TcdB GH inh	Vc quorum ag	PfHsp40 rescue	GDH-TPI inh	FBA Mtb inh
Cn1ccnc1/C(=N\NC(=O)c1ccc(O)cc1)c1cccc([N+](=O)[O-])c1	-0.5	-0.5	0.5	-4	0.5	-0.1	0.7	18	1
CC(=O)Nc1c2c(nn1-c1ccc(C)cc1)CSC2	-0.5	-1.6	-1.8	0	0.5	-4.6	1.2	12	-2
c1ccc(Cn2ncc3c(NCc4ccco4)ncnc32)cc1	-0.3	1.3	1.6	-6	/	1.9	-0.4	6	4
CCOc1ccc(S(=O)(=O)N2CCCCC2)cc1NS(=O)(=O)c1cccs1	0.6	-1.5	-2.7	-2	2.4	-3.1	-0.7	3	-2
Cc1cccc(C)c1NC(=S)/C(=C(\[O-])c1cccs1)[n+]1ccccc1	1.2	0.3	-1.7	-1	/	i	-0.2	9	-2
CN(CCOc1ccccc1)C(=O)c1cc(-c2ccco2)nc2ccccc12	-1.0	1.5	-0.5	8	0.4	i	0.6	10	30*
O=C(O)C1C2C=CC(C2)C1C(=O)Nc1ccc(C(=O)N2CCCCC2)cc1 (centres undefined)	-2.5	-1.2	-0.4	1	/	i	0.2	6	1
Cc1c(NCc2ccccc2O)c(=O)n(-c2ccccc2)n1C	/	4.0	-3.1	2	-2.3	-0.3	0.6	-19	4
CCN1CCN(c2c(Cl)cccc2NC(=O)c2cc3ccccc3o2)CC1	-0.5	-2.9	-2.7	21	5.1	-0.5	-1.4	1	2
